GASC-1 inh: human JMJD2C demethylase inhibition. Q9H3R0. GST-JMJD2C(1-420) H3K9me3 demethylation, DELFIA europium. inhibition, % at 2.35 µM. 330,000 compounds, 0.069% hits;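 active = more than half of a compound's replicate wells show inhibition beyond 50%, single wells judged on their own value; inconclusive = some, but no more than half, of replicates pass 50% inhibition; inactive = no replicate passes 50% inhibition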;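 note: signal counts dimethyl H3K9 product captured on neutravidin plate; 0% = median of DMSO wells and 100% = 0.3 times that DMSO median; strong numbers were not always called active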
proCasp3 act: activates human procaspase-3; 330,000 compounds, 0.11% hits; recombinant procaspase-3 D3A, Ac-DEVD-pNA absorbance 405 nm; P42574; AID 463141; activation, % at 8.5 µM;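 active = activation above the mean of all tested compounds plus 3 SD, cut at about 21% in these data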;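 note: 0% = DMSO alone and 100% = DMSO wells spiked with extra 5 µM PC-3 D3A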
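Assay system: Procaspase-3 D3A mutant, all three cleavage aspartates alanine. Buffer or medium: Zinc-free HEPES saline buffer with Triton X-100. Times: 1 h compound preincubation, 2 h substrate hydrolysis at 25 °C. Measured by: 405 nm absorbance of p-nitroaniline, reads at 0 and 120 min. Read-out basis: percent activation relative to control range. Replicates: singlicate.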
proCasp7 act: counter-screen: procaspase-7 (human) activation. P55210. recombinant procaspase-7, Ac-DEVD-pNA absorbance 405 nm; D23A/D198A/D206A triple mutant, cannot self-cleave; scale: DMSO 0, 5 µM enzyme 100. activation, % at 8.5 µM. 330,000 compounds, 0.093% hits;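 active = percent activation above the screen-wide mean plus 3 SD, cut at about 25% in these data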
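Replicates: singlicate. Assay system: Procaspase-7 triple mutant (PC-7 D3A). Signal: 405 nm absorbance of p-nitroaniline. Times: 1 h preincubation, 2 h reaction. Buffer or medium: Zinc-free HEPES pH 7.4 with 300 mM NaCl, 0.01% Triton X-100. Also added: DEVD-pNA substrate. Benchmarks: DMSO wells as 0%, DMSO with 5 µM added PC-7 as 100%.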
LAP4-GFP MLPCN: alters LAP4-GFP fluorescence in TOR pathway yeast screen. S. cerevisiae LAP4-GFP multiplex, flow cytometry GFP, 3 h; median GFP as percent of DMSO wells. GFP response vs DMSO, % at 10 µM. 320,000 compounds, 0.34% hits. AID 2023;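 active = GFP response vs DMSO above a set limit, about the screen mean plus 3 SD, cut at about 150% in these data; inconclusive = under 70 cell events counted for the yeast strain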
AHR activator: activates the human aryl hydrocarbon receptor; 320,000 compounds, 2.5% hits; AHR-responsive luciferase reporter cells, luminescence; P35869; activation, % at 5 µM; in the data active = activation above about 47%;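 note: 0% = vehicle wells and 100% = reference agonist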
Target sequence (P35869 whole entry, looked up): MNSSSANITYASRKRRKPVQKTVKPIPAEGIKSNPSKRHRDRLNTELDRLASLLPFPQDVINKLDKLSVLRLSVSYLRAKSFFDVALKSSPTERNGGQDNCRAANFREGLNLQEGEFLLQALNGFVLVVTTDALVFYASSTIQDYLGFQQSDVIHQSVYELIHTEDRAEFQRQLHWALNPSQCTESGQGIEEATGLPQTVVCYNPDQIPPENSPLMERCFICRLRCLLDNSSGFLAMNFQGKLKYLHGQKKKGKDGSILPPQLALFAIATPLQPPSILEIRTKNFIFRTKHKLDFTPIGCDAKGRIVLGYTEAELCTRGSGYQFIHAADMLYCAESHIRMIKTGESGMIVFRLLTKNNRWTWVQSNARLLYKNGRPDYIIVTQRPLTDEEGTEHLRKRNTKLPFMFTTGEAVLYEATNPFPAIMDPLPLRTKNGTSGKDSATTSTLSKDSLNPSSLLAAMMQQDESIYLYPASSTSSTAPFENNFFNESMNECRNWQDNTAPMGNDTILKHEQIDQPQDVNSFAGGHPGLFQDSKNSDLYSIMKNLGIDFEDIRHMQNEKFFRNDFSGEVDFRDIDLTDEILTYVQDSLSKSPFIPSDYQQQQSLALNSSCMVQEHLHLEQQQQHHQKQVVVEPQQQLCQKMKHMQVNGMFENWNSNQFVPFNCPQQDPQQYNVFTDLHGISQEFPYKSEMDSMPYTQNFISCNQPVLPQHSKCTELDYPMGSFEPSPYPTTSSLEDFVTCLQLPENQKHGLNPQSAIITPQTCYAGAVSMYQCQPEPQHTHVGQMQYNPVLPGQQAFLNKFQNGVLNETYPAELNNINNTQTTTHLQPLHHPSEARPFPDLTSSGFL
MEP2 TOR yeast: alters MEP2-GFP fluorescence in TOR pathway yeast screen. 330,000 compounds, 0.51% hits. AID 2016. GFP response vs DMSO, % at 10 µM. S. cerevisiae MEP2-GFP strain, flow cytometry GFP, 3 h; 100% = DMSO control level;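 active = GFP response versus DMSO above a set limit, roughly screen mean plus 3 SD, cut at about 180% in these data; inconclusive = fewer than 70 cells counted for a yeast strain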;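 note: median GFP fluorescence of the barcode-gated MEP2-GFP cells per well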
CR mimetic SO: yeast age-related superoxide inhibition as caloric restriction mimetic; S. cerevisiae aged cells, superoxide DHE fluorescence; active compounds read low; 330,000 compounds, 0.18% hits; superoxide response (% of plate mean), % at 10 µM;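 active = superoxide response under a set limit, about three screen SD below normal, cut at about 65% in these data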;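 note: yeast aged for seven days with compound at 30 °C before DHE staining; 100% = average MFI of all compound-treated wells on the plate with controls excluded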
RPL19A TOR yeast: modulators of TOR pathway RPL19A-GFP in S. cerevisiae. AID 2025. 330,000 compounds, 0.3% hits. percent response vs DMSO, % at 10 µM. S. cerevisiae RPL19A-GFP strain, flow cytometry, 3 h; active compounds read low;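 active = percent response vs DMSO below 50%; inconclusive = fewer than 70 events counted for the yeast strain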;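 note: median channel GFP fluorescence of the barcoded RPL19A-GFP strain; ratio of sample median GFP to plate DMSO average so 100% = DMSO; lower means less RPL19A-GFP as with rapamycin TOR inhibition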
Starred values were filed as active, the others as inactive; i = inactive; ? = inconclusive; . = not tested or not shown; [ ] = dose if it differs, or a comment.

no.	smiles	GASC-1 inh	proCasp3 act	proCasp7 act	LAP4-GFP MLPCN	AHR activator	MEP2 TOR yeast	CR mimetic SO	RPL19A TOR yeast
1	CCOc1ccccc1NC(=O)c1cc2ccccc2oc1=O	-17	10	-2	98	5	109	99	99
2	CCOC(=O)COc1ccsc1C(=O)OC	-21	1	12	102	0	102	86	102
3	COc1ccc(CCNC(=O)COC(=O)Cn2cnc3ccccc32)cc1OC	14	-7	-8	103	1	128	96	102
4	CCN1C=C(Cc2ccc(F)cc2)C2=C(C1)C(c1ccc(F)cc1)C(C#N)=C(N)O2 (stereo not given)	-2	7	-8	100	18	97	95	95
5	COc1cccc(NC(=O)C(=O)c2cn(CC(=O)N3CCCC3)c3ccccc23)c1	1	6	-3	112	11	122	81	106
6	CCC(C)Sc1ccc(-c2nc3ccc(C)cn3c2NCc2ccccc2)cc1 (stereo not given)	.	18	18	103	3	101	113	101
7	C#CCNC(=O)C1=C[C@H](c2cn(C(C)=O)c3ccccc23)[C@@H](CCCO)[C@H](OCC)O1	-13	4	-2	.	7	.	.	.
8	CCOc1ccc2nc(N3CCCCCC3)sc2c1	-7	0	7	99	-5	94	96	97
9	CC(C)CC1=NN(C(=O)c2cccnc2)C(O)(C(F)(F)F)C1 (stereo not given)	-5	6	-1	94	4	103	106	105
10	O=C(Nc1ccc(S(=O)(=O)NCC2CCCO2)cc1)c1ccc(Cl)cc1[N+](=O)[O-] (stereo not given)	8	0	-4	101	4	98	108	105
11	CC1CC(C)CN(CCCNC(=O)c2ccc3nc(N4CCCCC4)sc3c2)C1 (stereo not given)	-2	9	4	100	13	106	103	95
12	CCOC(=O)N1CCN(C(=O)c2ccc([N+](=O)[O-])cc2Cl)CC1	-4	7	8	90	0	99	108	103
13	O=C(Nc1ccc(C(=O)OC2CCCCC2)cc1)c1ccncc1	3	-3	-7	99	1	104	91	102
14	Fc1ccc(Oc2cc(N3CCOCC3)nc(-c3ccccc3)n2)c(F)c1	21	-5	7	104	6	99	104	99
15	Cc1ccc(S(=O)(=O)NC(c2ccccc2)C(C)C(=O)n2nc(C)cc2C)cc1 (stereo not given)	-3	-3	3	94	-3	99	94	102

Profiles from above. Values in the order: GASC-1 inh, proCasp3 act, proCasp7 act, LAP4-GFP MLPCN, AHR activator, MEP2 TOR yeast, CR mimetic SO, RPL19A TOR yeast
`COc1ccc(CCNC(=O)COC(=O)Cn2cnc3ccccc32)cc1OC` in the list: 14, -7, -8, 103, 1, 128, 96, 102
`CCOc1ccccc1NC(=O)c1cc2ccccc2oc1=O` in the list: -17, 10, -2, 98, 5, 109, 99, 99
`CCN1C=C(Cc2ccc(F)cc2)C2=C(C1)C(c1ccc(F)cc1)C(C#N)=C(N)O2` (stereo not given) in the list: -2, 7, -8, 100, 18, 97, 95, 95
`CC(C)CC1=NN(C(=O)c2cccnc2)C(O)(C(F)(F)F)C1` (stereo not given) in the list: -5, 6, -1, 94, 4, 103, 106, 105
`O=C(Nc1ccc(S(=O)(=O)NCC2CCCO2)cc1)c1ccc(Cl)cc1[N+](=O)[O-]` (stereo not given) in the list: 8, 0, -4, 101, 4, 98, 108, 105

The list goes on:
no.	smiles	GASC-1 inh	proCasp3 act	proCasp7 act	LAP4-GFP MLPCN	AHR activator	MEP2 TOR yeast	CR mimetic SO	RPL19A TOR yeast
16	CCNc1nc(NCC)nc(SCCOC(=O)Nc2ccc(Cl)cc2Cl)n1	4	4	3	94	1	97	110	98
17	CC(C)CCOCC(O)CCC(=O)NNC(=S)Nc1ccccc1 (stereo not given)	2	-3	-2	96	2	99	96	98
18	N#C/C(=C/c1ccc(N2CCCC2)c([N+](=O)[O-])c1)c1nc2ccccc2[nH]1	3	-3	2	100	4	107	114	99
19	CC(=O)c1ccc(NC(=O)c2cc(S(=O)(=O)N3CCOCC3)ccc2C)cc1	8	1	8	122	-5	104	101	100
20	CC12CCC(=O)N1C(C(=O)OCC(=O)Nc1ccc(C(F)(F)F)cc1)CS2 (stereo not given)	.	-3	6	100	5	100	87	102
21	Cc1cc(C(=O)CSc2nnc(-c3ccco3)o2)c(C)n1C	2	3	4	121	-3	101	83	95
22	Nc1ncnc2c1ncn2[C@@H]1O[C@H](CO)C[C@H]1O	8	-4	14	109	4	96	92	97
23	CC(=O)c1c(C)[nH]c(C(=O)Nc2c(C)n(C)n(-c3ccccc3)c2=O)c1C	2	-4	2	106	0	106	92	100
24	CC(CNC(=O)C1CCCN(S(=O)(=O)N2CCOCC2)C1)c1ccccc1 (stereo not given)	58	6	0	100	4	103	95	98
25	CC(C#N)(Nc1ccc(Cl)cc1)c1cccnc1 (stereo not given)	-8	1	-6	100	-1	105	106	98
26	COc1cc(CC(=O)OCC(=O)N2CC(C)CC(C)C2)cc(OC)c1OC (stereo not given)	4	-5	2	94	2	115	96	106
27	O=S(=O)(Nc1cccnc1)c1cccc(Cl)c1	-9	2	-2	97	-2	102	104	102
28	CNC(=S)N/N=C/c1cccc(OCc2ccccc2F)c1	-5	7	6	101	2	99	107	101
29	Cc1cc(C)c2c(-n3cccc3)c(C(=O)NNS(=O)(=O)c3ccc(F)cc3)sc2n1	-3	-9	-1	?	4	85[may fluoresce red and violet]	114	?
30	CCC(C(=O)NCc1ccco1)n1nc(C)n2c(cc3occc32)c1=O (stereo not given)	-4	-10	-15	106	0	107	93	100

The listing continues.
no.	smiles	GASC-1 inh	proCasp3 act	proCasp7 act	LAP4-GFP MLPCN	AHR activator	MEP2 TOR yeast	CR mimetic SO	RPL19A TOR yeast
31	COc1cccc(OC)c1C(=O)Nc1ccc(N2CCCC2)cc1	-16	-3	3	90	50*	107	109	105
32	COc1ccc(/C=C/C(=O)Nc2ccccc2Cl)cc1S(=O)(=O)N1CCOCC1	0	0	-3	?	1	?	95	90
33	CCOc1ccc(-c2c(=O)n(OCC)c3ccccc3[n+]2[O-])cc1	7	-1	3	91	10	94	96	94
34	O=C(Cn1cccc1C(=O)c1ccccc1)NCc1ccccn1	-12	5	2	96	2	101	88	95
35	CCC(C)c1ccccc1N1CC(C(=O)NCCc2ccc(OC)c(OC)c2)CC1=O (stereo not given)	-4	4	2	103	0	99	103	99
36	O=C(O)c1ccc(N2CCCS2(=O)=O)cc1	-9	4	-10	89	2	100	108	92
37	Cc1ccc(Cn2ccc(O)c(Cc3ccccc3)c2=O)cc1	-5	8	3	100	0	113	98	100
38	Cc1ccc(S(=O)(=O)N(C)C)cc1N	5	2	-2	97	-1	98	97	94
39	O=C(CS(=O)(=O)Cc1ccccc1)Nc1ccc(S(=O)(=O)N2CCOCC2)cc1	-5	5	1	91	1	96	83	94
40	CCN(Cc1ccccc1)C(=O)c1cc(S(=O)(=O)N2CCOCC2)ccc1N1CCCC1	18	2	9	99	-2	96	104	95
41	CCOc1ccccc1N(CC(=O)Nc1ccc2c(c1)OCCO2)S(C)(=O)=O	3	8	-1	98	18	97	91	105
42	Cc1ccc(S(=O)(=O)N(C)CC(=O)NCC(=O)Nc2ccc(F)c(F)c2F)cc1	2	-1	2	105	1	95	110	93
43	O=C(C(Cc1ccccc1)N1C(=O)C2C3C=CC(C3)C2C1=O)N1CCCCCC1 (stereo not given)	11	1	7	101	4	103	84	102
44	Cc1cc(C)nc(NC(=O)Cc2ccc(Br)cc2)n1	-8	0	8	106	2	100	103	105
45	Cc1cccc(NC(=O)CCSc2ccccc2)c1C	12	2	-1	107	-3	102	84	101

Quoted at random: five compounds from above
no.	smiles	GASC-1 inh	proCasp3 act	proCasp7 act	LAP4-GFP MLPCN	AHR activator	MEP2 TOR yeast	CR mimetic SO	RPL19A TOR yeast
37	Cc1ccc(Cn2ccc(O)c(Cc3ccccc3)c2=O)cc1	-5	8	3	100	0	113	98	100
33	CCOc1ccc(-c2c(=O)n(OCC)c3ccccc3[n+]2[O-])cc1	7	-1	3	91	10	94	96	94
32	COc1ccc(/C=C/C(=O)Nc2ccccc2Cl)cc1S(=O)(=O)N1CCOCC1	0	0	-3	?	1	?	95	90
40	CCN(Cc1ccccc1)C(=O)c1cc(S(=O)(=O)N2CCOCC2)ccc1N1CCCC1	18	2	9	99	-2	96	104	95
35	CCC(C)c1ccccc1N1CC(C(=O)NCCc2ccc(OC)c(OC)c2)CC1=O (stereo not given)	-4	4	2	103	0	99	103	99

Other compounds follow.
no.	smiles	GASC-1 inh	proCasp3 act	proCasp7 act	LAP4-GFP MLPCN	AHR activator	MEP2 TOR yeast	CR mimetic SO	RPL19A TOR yeast
46	Cc1ccc2c(Cl)c(C(=O)Nc3cccnc3)sc2c1	19	5	-5	106	14	97	108	100
47	CCOc1ccc(NC(=O)/C(C#N)=C/c2cn(CC(=O)O)c3ccccc23)cc1	.	.	.	100	.	105	101	102
48	O=C(NCc1ccco1)c1ccc(-c2ccc(Cl)cc2)o1	4	3	-12	116	23	89	82	93
49	O=C(O)c1cc(S(=O)(=O)N2CCOCC2)ccc1N1CCOCC1	-11	-11	-10	99	-1	101	104	99
50	Cc1ccc2c(c1)N(C(=O)CCC(=O)N1CCN(c3ccccn3)CC1)CC(C)O2 (stereo not given)	14	8	-5	102	1	109	83	97
51	Cn1nc(-c2ccc(C(=O)Nc3ccc(F)cc3)cc2)c2ccccc2c1=O	-27	1	-4	106	-9	106	113	99
52	Cn1c(=O)c2c(nc(Br)n2Cc2nnc(N)s2)n(C)c1=O	-4	4	-1	94	2	114	85	108
53	CCOC(=O)C(=O)Nc1nnc(C2CCCCC2)s1	2	12	-5	102	-1	95	125	100
54	CC1CCC(NC(=O)Cn2c3c(c(-c4ccccc4Cl)cc2=O)CCC3)CC1 (stereo not given)	2	-3	-8	97	-1	91	109	101
55	Cn1c(=O)c2c(nc(N3CCc4ccccc4C3)n2C)n(C)c1=O	4	4	0	97	12	101	105	100
56	CCN(CC)S(=O)(=O)c1ccc(NC(=O)Cn2cnc3ccccc3c2=O)cc1	3	0	4	102	-1	104	105	105
57	CCN1C(=O)c2cccc3c(S(=O)(=O)N(C(C)=O)c4ccc(OC(C)=O)cc4)ccc1c23	-1	24*	0	111	2	108	118	107
58	O=C(c1ccc(-c2ccccc2)cc1)N1CCN(c2ncccn2)CC1	.	-8	-5	112	5	90	90	90
59	CCN1CCN(C(=O)c2ccc(N3CC4CC(C3)c3cccc(=O)n3C4)c(NC(=O)c3cc(OC)cc(OC)c3)c2)CC1 (stereo not given)	5	5	5	90	8	89	124	93
60	Cc1cc(C(=O)Cn2cncn2)c(C)n1CCc1ccc(F)cc1	2	2	4	105	60*	93	103	94
61	NNC(=O)c1cc2cc(Oc3ccccc3)ccc2[nH]1	-11	1	17	101	2	105	103	101
62	CCOc1cc(S(=O)(=O)Nc2ccc(Cl)cn2)ccc1F	2	-3	-5	110	0	102	95	102
63	CCOC(=O)CN1C(=O)COc2ccc(C(C)(C)C)cc21	i	-4	-24	101	5	100	102	100
